Bioassay records from PubChem.
mHTT-CaM PPI inh = disrupts binding of mutant huntingtin to calmodulin; inhibition, % at 15 µM; P42858; AlphaScreen His-mHTT/GST-CaM binding, luminescence; 190,000 compounds, 3.6% hits; AID 1671202;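 further: 0% = both proteins with DMSO and 100% = one protein alone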
Target sequence (P42858 whole entry, looked up, stated change not applied): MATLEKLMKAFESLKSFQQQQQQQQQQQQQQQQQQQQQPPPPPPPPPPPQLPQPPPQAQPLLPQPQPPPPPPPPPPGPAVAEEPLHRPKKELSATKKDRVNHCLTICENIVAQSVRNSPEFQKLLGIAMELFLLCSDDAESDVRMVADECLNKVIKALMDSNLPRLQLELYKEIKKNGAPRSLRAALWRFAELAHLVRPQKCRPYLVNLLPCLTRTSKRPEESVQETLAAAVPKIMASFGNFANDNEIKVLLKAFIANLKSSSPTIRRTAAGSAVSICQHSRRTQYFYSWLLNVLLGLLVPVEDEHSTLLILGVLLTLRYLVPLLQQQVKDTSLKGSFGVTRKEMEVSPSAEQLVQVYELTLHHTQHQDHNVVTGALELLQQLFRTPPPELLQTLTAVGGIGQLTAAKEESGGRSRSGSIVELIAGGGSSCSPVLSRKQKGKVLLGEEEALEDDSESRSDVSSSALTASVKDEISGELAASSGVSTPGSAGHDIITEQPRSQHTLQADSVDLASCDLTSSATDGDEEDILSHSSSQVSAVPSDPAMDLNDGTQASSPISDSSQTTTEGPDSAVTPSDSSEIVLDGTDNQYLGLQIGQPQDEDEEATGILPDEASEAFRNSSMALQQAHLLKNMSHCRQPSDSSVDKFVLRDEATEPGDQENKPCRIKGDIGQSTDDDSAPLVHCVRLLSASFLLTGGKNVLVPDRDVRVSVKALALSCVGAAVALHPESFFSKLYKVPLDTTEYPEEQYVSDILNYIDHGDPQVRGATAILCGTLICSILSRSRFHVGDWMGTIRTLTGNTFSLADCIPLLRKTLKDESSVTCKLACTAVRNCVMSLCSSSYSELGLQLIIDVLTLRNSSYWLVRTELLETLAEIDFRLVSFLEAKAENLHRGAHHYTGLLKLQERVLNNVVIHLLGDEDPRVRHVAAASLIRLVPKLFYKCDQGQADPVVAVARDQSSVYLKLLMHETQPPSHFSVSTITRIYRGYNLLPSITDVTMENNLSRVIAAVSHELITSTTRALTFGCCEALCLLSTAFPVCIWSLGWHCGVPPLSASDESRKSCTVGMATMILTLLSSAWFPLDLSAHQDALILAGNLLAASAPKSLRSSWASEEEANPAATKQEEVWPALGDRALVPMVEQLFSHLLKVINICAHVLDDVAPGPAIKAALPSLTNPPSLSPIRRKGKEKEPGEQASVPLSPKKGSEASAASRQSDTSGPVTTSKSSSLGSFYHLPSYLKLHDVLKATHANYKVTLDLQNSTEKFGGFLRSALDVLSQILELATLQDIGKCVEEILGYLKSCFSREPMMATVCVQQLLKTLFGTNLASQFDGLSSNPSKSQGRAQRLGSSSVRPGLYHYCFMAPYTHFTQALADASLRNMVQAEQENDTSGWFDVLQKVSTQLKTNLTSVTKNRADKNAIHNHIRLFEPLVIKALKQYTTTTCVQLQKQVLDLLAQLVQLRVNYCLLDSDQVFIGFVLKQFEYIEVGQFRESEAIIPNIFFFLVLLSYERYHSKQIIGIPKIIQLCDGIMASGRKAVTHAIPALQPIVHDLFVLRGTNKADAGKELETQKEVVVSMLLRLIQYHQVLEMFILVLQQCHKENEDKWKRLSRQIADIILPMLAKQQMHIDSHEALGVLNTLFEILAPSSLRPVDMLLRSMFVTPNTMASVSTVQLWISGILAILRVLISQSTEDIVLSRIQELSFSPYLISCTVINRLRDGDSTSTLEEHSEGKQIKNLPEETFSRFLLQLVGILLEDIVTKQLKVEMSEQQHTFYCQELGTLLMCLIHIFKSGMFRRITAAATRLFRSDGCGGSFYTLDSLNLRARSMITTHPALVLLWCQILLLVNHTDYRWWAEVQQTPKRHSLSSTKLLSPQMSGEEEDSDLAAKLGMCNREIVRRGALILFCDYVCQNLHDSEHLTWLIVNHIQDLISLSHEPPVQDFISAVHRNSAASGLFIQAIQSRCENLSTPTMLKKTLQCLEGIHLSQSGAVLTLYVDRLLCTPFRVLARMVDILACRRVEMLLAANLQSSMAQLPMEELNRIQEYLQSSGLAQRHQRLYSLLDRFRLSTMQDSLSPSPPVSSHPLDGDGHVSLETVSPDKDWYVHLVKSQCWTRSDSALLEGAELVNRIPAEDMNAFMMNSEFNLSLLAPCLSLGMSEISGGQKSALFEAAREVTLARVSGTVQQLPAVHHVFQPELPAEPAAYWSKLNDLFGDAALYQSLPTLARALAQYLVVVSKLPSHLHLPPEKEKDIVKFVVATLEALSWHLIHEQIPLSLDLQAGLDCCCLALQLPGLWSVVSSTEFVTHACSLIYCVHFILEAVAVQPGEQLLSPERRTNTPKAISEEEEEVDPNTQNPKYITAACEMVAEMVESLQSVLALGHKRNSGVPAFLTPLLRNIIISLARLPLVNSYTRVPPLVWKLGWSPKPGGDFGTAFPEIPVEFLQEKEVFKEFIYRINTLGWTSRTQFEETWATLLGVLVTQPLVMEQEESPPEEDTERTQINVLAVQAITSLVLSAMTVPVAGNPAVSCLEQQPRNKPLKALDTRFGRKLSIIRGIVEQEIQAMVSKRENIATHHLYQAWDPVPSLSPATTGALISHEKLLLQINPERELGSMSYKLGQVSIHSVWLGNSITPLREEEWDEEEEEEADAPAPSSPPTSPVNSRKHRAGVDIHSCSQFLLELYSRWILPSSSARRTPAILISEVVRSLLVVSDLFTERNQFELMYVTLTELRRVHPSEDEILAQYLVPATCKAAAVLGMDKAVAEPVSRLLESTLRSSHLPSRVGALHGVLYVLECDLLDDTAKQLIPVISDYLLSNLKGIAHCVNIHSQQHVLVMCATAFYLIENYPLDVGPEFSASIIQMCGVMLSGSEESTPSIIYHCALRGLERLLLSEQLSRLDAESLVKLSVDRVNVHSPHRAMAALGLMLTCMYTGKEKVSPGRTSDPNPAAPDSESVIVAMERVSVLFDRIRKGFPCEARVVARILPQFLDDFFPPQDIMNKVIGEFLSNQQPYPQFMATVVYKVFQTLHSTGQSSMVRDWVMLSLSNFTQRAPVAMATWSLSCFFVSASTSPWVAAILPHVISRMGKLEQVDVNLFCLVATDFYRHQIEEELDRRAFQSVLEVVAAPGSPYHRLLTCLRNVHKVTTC
Pf apPOL block = Pf-apPOL DNA polymerase inhibition; Recombinant Pf-apPOL, molecular beacon fluorescence, 1.5 h; inhibition, % at 10 µM; 210,000 compounds, 0.25% hits
* = called active by the depositor; nt = no result given; & = joins results of further samples. No stated cut-off is given here; in the data, active means inhibition above about 50%; inactive means the rest. A portion of the library (hit frequency here may not be typical).

SMILES | mHTT-CaM PPI inh | Pf apPOL block
O=C(c1ccc(OCC2CCCN(C(=O)c3cc(F)ccc3F)C2)cc1)N1CCCC1 (configuration not stated) | 2 | 3
COc1ccc(OC)c(CNC(=O)CCc2cn(C)c3ccccc23)c1 | 11 | -14
COc1ccc(NC(=O)C(c2ccc(OC)cc2)N(C)C(=O)c2cnccn2)cc1 (configuration not stated) | 6 | -3
O=C(NCc1ccco1)C(=O)Nc1ccccc1F | -7 | 4
Cc1ccc(C(=O)N2CCc3cn(C)c4cccc(c34)C2)cc1 | 48 | -2
COCCn1c(C2CCN(C(=O)c3ccc(C)cc3)C2)nc2cccnc21 (configuration not stated) | -5 | -3
CCc1nn(-c2cccc(C)c2)c(CC)c1C(=O)NC1CC1 | -4 | -3
CCCc1cc(=O)[nH]c(SCC(=O)Nc2ccc(C)cc2)n1 | 1 | 6
Cc1nnc2c(Oc3ccc(Cl)cc3)nc3ccccc3n12 | -3 | -7
COc1ccc(C(=O)NC(Nc2ccccc2Cl)C(Cl)(Cl)Cl)cc1 (configuration not stated) | -16 | 3
O=C(O)c1cccc(N2C(=O)CSC2c2ccccc2C(F)(F)F)c1 (configuration not stated) | -5 | -9
Cc1nc(-c2cccc(-c3noc(-c4ccccc4)n3)c2)cs1 | -14 | 0
O=C(NCCn1cc(SCC(=O)N2CCc3ccccc32)c2ccccc21)c1ccc(F)cc1 | 19 | -3
O=C(Cn1c2c(c3ccccc31)CCC2)NCc1cccs1 | 34 | -2
C/C(=C\c1ccccc1)CN1CCN(C)CC1 | -4 | 5
O=C(Nc1nc2c(s1)CCCC2)c1ccc(-n2cccn2)nn1 | 3 | 0
Cc1cc(NC(=O)C2CCc3sc(C(=O)N(C)C)cc3C2)ccc1F (configuration not stated) | 12 | -3
Cc1cccc(C(=O)N2CCCC(C(=O)Nc3ccc(C)c(C)c3)C2)c1 (configuration not stated) | 30 | -17
Cc1nc(N2CCC3(CC2)OCCO3)c2c3c(sc2n1)CCCC3 | -2 | -1
COc1ccc(CCNc2cc(C)nc(N)n2)cc1OC | nt | -8
Cc1cc(C)c(C(=O)Nc2cccc(F)c2)c(Cl)n1 | 0 | -2
O=C(CN1C(=O)S/C(=C\c2ccc(Cl)cc2)C1=O)Nc1nccs1 | -6 | -4
Cc1ccc(-c2ccc(CCC(=O)O)o2)cc1 | 7 | 6
Cc1ccc(F)c(NC(=O)c2[nH]c3cc(C)sc3c2CN2CCOCC2)c1 | 31 | 22
O=C(NCc1cccc(Cl)c1)c1cc2n(n1)CCCN(Cc1cccc(F)c1)C2=O | 6 | -3

An excerpt of the results above, for reference:
SMILES | mHTT-CaM PPI inh | Pf apPOL block
COc1ccc(C(=O)NC(Nc2ccccc2Cl)C(Cl)(Cl)Cl)cc1 (configuration not stated) | -16 | 3
O=C(O)c1cccc(N2C(=O)CSC2c2ccccc2C(F)(F)F)c1 (configuration not stated) | -5 | -9

Following part.
SMILES | mHTT-CaM PPI inh | Pf apPOL block
C=CCN1C(=O)C2CCCCN2c2ccc(C(=O)NCc3ccccc3)cc21 (configuration not stated) | 3 | 0
COc1cccc(C(CC(=O)NCC(OC)OC)NS(=O)(=O)c2ccc(C)cc2)c1OC (configuration not stated) | -6 | -4
COCCCNC(=O)C1CCN(C(=O)c2nnn3c2COC(c2ccc(C)cc2)C3)CC1 (configuration not stated) | -4 | -1
C=CCc1cc(OC)ccc1OCCOCCN1CCN(C)CC1 | 6 | -9
CCC(=O)c1c[nH]c2ccccc12 | 2 | -11&-5&-2
O=C(Nc1ccc(N2CCOCC2)cc1)c1cc(F)c(F)cc1Cl | -1 | -7
Cc1nc(-c2ccc3c(c2)CCN3C(=O)c2cnccn2)cs1 | 8 | -4
Cc1cccc(N2CCN(C(=O)c3cccc([N+](=O)[O-])c3C)CC2)c1C | -1 | -4
CCC(C)NC(=O)c1cc2cc3ccc(OC)cc3nc2o1 (configuration not stated) | 10 | 4
Cc1cccc(NC(=O)C2CCN(C(=O)c3ccc(F)cc3)CC2)c1C | 4 | -13
COc1c2c(cc3oc(=O)ccc13)OC(C)(C)CC2=O | nt | -1
Cc1cc(C)nc(NC(=O)NS(=O)(=O)c2ccccc2Cl)n1 | -13 | 2
Cc1cc(C)c(NS(=O)(=O)c2ccc(NC(=O)c3ccccc3Cl)cc2)c(C)c1 | 10 | -1
O=C(O)CCCCC1SCC2NC(=O)NC21 (configuration not stated) | -4 | 1
Cc1ccc(C)c2sc(NC(=O)c3cccc(N4C(=O)CCC4=O)c3)nc12 | 44 | -8
COc1cccc(/C=C2\N=C(c3ccc(Cl)c(Cl)c3)OC2=O)c1 | 30 | 3
COc1ccc(C(=O)N2CC(=O)Nc3ccc(F)cc3C2c2ccccc2)cc1OC (configuration not stated) | 9 | -1
Cc1ccccc1C(=O)N1CCN(C(=O)c2nnn3c2COC(c2ccccc2)C3)CC1 (configuration not stated) | 7 | 1
COc1cc(-c2ncnn2-c2sc3c(c2C#N)CCCC3)cc(OC)c1OC | 6 | 2
Cc1cc(OCC(=O)Nc2cccc(F)c2)nc(N2CCCC(C)C2)n1 (configuration not stated) | -10 | -4
CCOc1ccc(C(=O)NCCSc2c(C)[nH]c3ccccc23)cc1OCC | 27 | 7
NC(CO)C(=O)NNCc1ccc(O)c(O)c1O (configuration not stated) | nt | 10
Cc1c(C)c2cc3c(-c4ccccc4)coc3c(C)c2oc1=O | 13 | -2
COc1ccc(CNC(=O)c2cn(C)c(=O)c3c2c2ccccc2n3C)c(OC)c1 | -3 | -10
CCC(=O)NCCc1csc(C2CCN(C(=O)c3ccco3)CC2)n1 | 3 | -3

The list goes on:
SMILES | mHTT-CaM PPI inh | Pf apPOL block
Cc1ccc(OCC2SCCN2C(=O)c2c(Cl)cccc2Cl)c([N+](=O)[O-])c1 (configuration not stated) | nt | 1
COc1ccc(CCNC(=O)C2CCCCC2)cc1OC | 0 | 2
O=C(NCc1ccc(N2CCCCCC2)nc1)c1cccnc1 | 10 | 1
CS(=O)(=O)N1CCN(c2ccc([N+](=O)[O-])c(Sc3ccccn3)c2)CC1 | 15 | -3
Clc1cccc(-c2nnc(-c3ccc4c(c3)OCO4)o2)c1 | -2 | 10
COc1cc(C(=O)N2CCCCC2)cc(OC)c1OC | 4 | 0
COc1ccc(NS(=O)(=O)c2ccc(NS(C)(=O)=O)cc2)cc1 | 2 | 55*
COc1ccc2c(c1OC)C(=O)OC2Nc1ccc(NC(C)=O)cc1 (configuration not stated) | 1 | -2
O=C(CC(=O)c1cccnc1)c1cccnc1 | nt | 8
COc1ccc(-n2cc(C(=O)NC3CCCC3)nn2)cc1 | -11 | -2
CCC(=O)N1CCN(c2nc3c(s2)CC(C(=O)Nc2ccc(Cl)cc2)CC3)CC1 (configuration not stated) | 5 | -7
COc1ccccc1C1CC(c2ccc(Br)cc2)Nc2nnnn21 (configuration not stated) | -1&17 | 2&-7
COc1ccc(C2SCCN2S(=O)(=O)c2ccc(Cl)cc2)cc1OC (configuration not stated) | -8 | 0
O=C(Nc1ccc(C(F)(F)F)cc1)Nc1ccc(N2CCN(c3ncccc3C(F)(F)F)CC2)nc1 | nt | -6
CCOC(=O)C1CCCN(S(=O)(=O)c2cccc3cccnc23)C1 (configuration not stated) | -12 | 7
COc1ccc(C(=O)Nc2cc(-c3nc4ncccc4o3)ccc2C)cc1 | 4&-2 | 2&1
COCC(=O)N1CCc2c(c(C(=O)NCc3ccc(Cl)cc3)nn2C)C1 | 18 | -1
CC(C)(C)c1ccccc1OCC(=O)Nc1ncc(S(=O)(=O)c2ccc([N+](=O)[O-])cc2)s1 | 39 | -5
CCOc1ccc(NC(=O)N2CCC3(C2)C(=O)N(C)c2ccccc23)cc1 (configuration not stated) | 10 | -1
CC(=O)CSC(=Nc1ccc(Cl)cc1)NC(=O)c1c(F)cccc1Cl | nt | -2
CCN(CC)CCCNC(=O)c1cn(CC(C)C)c(=O)c2c1c1ccccc1n2C | -1 | 3
OCCNc1nc(NN2CCOCC2)nc2c1cnn2-c1ccc(Cl)cc1 | 5 | 0
CCC(NC(=O)C1CCN(c2cncnc2N2CCCC2)CC1)c1cccs1 (configuration not stated) | 5 | 3
NNC(=O)CN1CCN(Cc2ccc3c(c2)OCO3)CC1 | -2 | 1
CCc1ccc(C2N(c3cccc(Cl)c3)C(=O)C3CCCN32)cc1 (configuration not stated) | -14 | -2

(cont.)
SMILES | mHTT-CaM PPI inh | Pf apPOL block
Cc1cc(OCC(=O)NCc2ccc3c(c2)OCO3)ccc1Cl | -11 | 4
Cc1nn(-c2ccc(F)cc2)c2nc(N3CCC(NC(=O)c4ccco4)CC3)sc12 | 6 | -9
Cc1cc(-c2ccco2)c(C#N)c(SCC(=O)c2ccc(O)c(O)c2)n1 | 36 | -10
Cc1ccnc(OCC(=O)Nc2ccncc2)n1 | -17 | -2
CCC(=O)NCc1csc(C2CCN(C(=O)c3c(F)cccc3F)CC2)n1 | 1 | -5
COc1cc(C(=O)Nc2sc3c(c2C(N)=O)CCCC3)c(Br)c(OC)c1OC | -2 | -5
COc1ccc(C(=O)c2ccc([N+](=O)[O-])cc2)cc1S(=O)(=O)Nc1ccc(C)cc1 | 36 | -8
CN(C)C(=O)C(=O)c1c(-c2ccccc2)cc2ccccn12 | -2 | 3
COc1ccc(C2C(C(=O)C3CC3)=C(O)C(=O)N2CCCOC(C)C)cc1OC (configuration not stated) | -5 | 0
O=C(Nc1ccc([N+](=O)[O-])cc1)/C(=C/c1ccc(Cl)cc1)NC(=O)c1ccco1 | 15 | -5
Cc1cc([N+](=O)[O-])nn1CC(=O)NCC(C)C | -4 | 2
NS(=O)(=O)c1ccc(N2C(=O)C=CC2=O)cc1 | 0 | -3
COc1ccc(CNC(=O)CN(Cc2ccccc2)S(=O)(=O)c2ccc(F)cc2)cc1 | -7 | -3
COc1ccc(-c2csc(/C(C#N)=C/c3ccc(Cl)cc3)n2)cc1 | -28 | 2
COc1ccccc1-c1noc(C2CCCN2C(=O)Nc2cccc(Br)c2)n1 (configuration not stated) | 3 | 2
Cn1c(SCC(=O)c2ccc(Cl)cc2)nc2sc3c(c2c1=O)CCCC3 | 2 | -14
FC(F)(F)c1cccc(Oc2ccc3nnc(-c4ccccc4)n3n2)c1 | nt | -2&-4
COc1ccc(C2/C=C\CN(C(=O)CC(C)(C)C)CC(=O)N2Cc2ccc(F)cc2)cc1 (configuration not stated) | 17 | -2
CC1=C(C(=O)Nc2ccc(C)cc2)C(c2ccc(Br)cc2)n2nnnc2N1 (configuration not stated) | 1 | -2
CCC(C)NC(=O)c1cnc(-c2ccc(F)cc2)nc1N(C)C (configuration not stated) | 4 | -5
Cc1ccc(C(=O)Nc2nc3ccc(Cl)cc3s2)o1 | -3 | 0
COc1cc(Nc2ncc3c(n2)CCN(Cc2ccc(C)cc2)C3)cc(OC)c1 | 0 | -1
CC(=O)C1=C(C)OC(N)=C(C#N)C1c1ccccc1 (configuration not stated) | 2 | 1
COc1ccc(C=C2Oc3c(ccc4c3CN(Cc3cc(OC)c(OC)c(OC)c3)CO4)C2=O)cc1 | 29 | -12
O=C(Nc1ccc(Cl)c(-c2nc3ncccc3o2)c1)c1sc2ccccc2c1Cl | 4 | -3

(cont.)
SMILES | mHTT-CaM PPI inh | Pf apPOL block
CC(=O)c1c(O)sc(=O)[nH]c1=O | 1 | nt
O=C(Cc1csc2nc3sc4c(c3c(=O)n12)CCC4)N(CCO)CCO | -3 | -2
COc1ccc(OC)c(NS(=O)(=O)c2cc3c(s2)CCN(C(=O)C2CCC2)C3)c1 | 23 | -2
CC(C)c1ccc(NC(=O)CSc2n[nH]c(=O)n2Cc2ccco2)cc1 | nt | -2
CCOC(=O)c1sc2ccccc2c1N | nt | 1&2
O=C(c1cc(-c2ccc3c(c2)OCO3)on1)N1CCSCC1 | -3 | -5
O=C(Nc1nnc(-c2ccccc2Cl)o1)c1ccc(Cl)s1 | 4 | -3
COc1ccc(/C=C2/SC(=Nc3cccc(C)c3)NC2=O)cc1 | 15 | 5
Cc1cc(Br)ccc1OCC(=O)Nc1ccccc1[N+](=O)[O-] | 5 | -5
O=C(c1noc2c1CCCCC2)N(Cc1ccco1)C1CCCC1 | -6 | -2

Part of the list above, as tab-separated lines.
structure	mHTT-CaM PPI inh	Pf apPOL block
O=C(c1ccc(OCC2CCCN(C(=O)c3cc(F)ccc3F)C2)cc1)N1CCCC1 (configuration not stated)	2	3
COc1ccc(OC)c(CNC(=O)CCc2cn(C)c3ccccc23)c1	11	-14
COc1ccc(NC(=O)C(c2ccc(OC)cc2)N(C)C(=O)c2cnccn2)cc1 (configuration not stated)	6	-3
O=C(NCc1ccco1)C(=O)Nc1ccccc1F	-7	4
Cc1ccc(C(=O)N2CCc3cn(C)c4cccc(c34)C2)cc1	48	-2
COCCn1c(C2CCN(C(=O)c3ccc(C)cc3)C2)nc2cccnc21 (configuration not stated)	-5	-3
CCc1nn(-c2cccc(C)c2)c(CC)c1C(=O)NC1CC1	-4	-3
CCCc1cc(=O)[nH]c(SCC(=O)Nc2ccc(C)cc2)n1	1	6
Cc1nnc2c(Oc3ccc(Cl)cc3)nc3ccccc3n12	-3	-7
COc1ccc(C(=O)NC(Nc2ccccc2Cl)C(Cl)(Cl)Cl)cc1 (configuration not stated)	-16	3
O=C(O)c1cccc(N2C(=O)CSC2c2ccccc2C(F)(F)F)c1 (configuration not stated)	-5	-9
Cc1nc(-c2cccc(-c3noc(-c4ccccc4)n3)c2)cs1	-14	0
O=C(NCCn1cc(SCC(=O)N2CCc3ccccc32)c2ccccc21)c1ccc(F)cc1	19	-3
O=C(Cn1c2c(c3ccccc31)CCC2)NCc1cccs1	34	-2
C/C(=C\c1ccccc1)CN1CCN(C)CC1	-4	5
O=C(Nc1nc2c(s1)CCCC2)c1ccc(-n2cccn2)nn1	3	0
Cc1cc(NC(=O)C2CCc3sc(C(=O)N(C)C)cc3C2)ccc1F (configuration not stated)	12	-3
Cc1cccc(C(=O)N2CCCC(C(=O)Nc3ccc(C)c(C)c3)C2)c1 (configuration not stated)	30	-17
